# Screening results as filed in PubChem BioAssay.
# LYP phosphatase: PTPN22 lymphoid phosphatase activity blockers – biochemical, fluorescence intensity, uHTS (AID 1779); inhibition, % at 11.5 µM; hits with a dose series show IC50 in µM; 290,000 compounds, 0.054% hits; recombinant LYP phosphatase, fluorescence intensity; higher % means a stronger effect;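 note: plate controls were vehicle with enzyme for no effect and no enzyme for full effect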
# human PMI inhibitors: human PMI inhibitors, high substrate, primary screen, biochemical, fluorescence intensity, high mannose 6-phosphate (AID 1220) | recombinant PMI enzyme, coupled fluorescence intensity; higher % means a stronger effect | inhibition, % at 20 µM, or IC50 in µM where a hit was titrated | 190,000 compounds, 0.66% hits
# XIAP antagonists: small molecules displacing peptide from XIAP – biochemical, IAP family, fluorescence polarization (AID 1018) | 200,000 compounds, 0.007% hits | displacement, % at 20 µM, or IC50 in µM where a hit was titrated | XIAP BIR domain, fluorescence polarization peptide displacement; higher % means a stronger effect; in the data active = displacement above about 50%; note: a part of the inactive calls stands beside numbers as strong as those of hits
# Yfh1-off respiration: enhancers of respiration in Yfh1-depleted yeast, dose response, Friedreich's ataxia, plus single-dose screen (AID 1465). S. cerevisiae Yfh1-off respiration, WST-1 reduction, 72 h; higher fold induction means a stronger effect. one-dose fold induction at 50 µM; EC50 in µM for titrated hits. 220,000 compounds, 0.074% hits;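 active = fold induction of absorbance versus untreated yeast above a set limit, then at least 30% activation at any dose in follow-up; inconclusive = repeats straddling the limit, or above it without dose testing; inactive = fold induction below the set limit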;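 note: activators that raise dye reduction in frataxin-depleted yeast; strong numbers were not always called active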
# P. falciparum M17LAP: P. falciparum M17LAP inhibitors, primary screen, biochemical, fluorogenic H-Leu-NHMec substrate, 1536-well (AID 1619); recombinant M17LAP, H-Leu-NHMec fluorogenic kinetic assay; higher % means a stronger effect; inhibition, % at 30 µM; hits with a dose series show IC50 in µM; 220,000 compounds, 0.38% hits;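 active = compound inhibiting the enzyme by more than half at any dose during confirmatory dose-response retesting; inconclusive = strong single-dose inhibitors picked by rank but not retested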;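 note: plate controls were full reaction with DMSO carrier for no effect and no enzyme background for full effect; strong numbers were not always called active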
# WT yeast gro inh: growth inhibition of WT yeast, mitochondrial fusion screen. inhibition, % at 10 µM. mitochondrial fusion phenotypic screen, WT strain. 190,000 compounds, 2.1% hits; in the data active = inhibition above about 58%; tested in S. cerevisiae
# P. falciparum M1AAP: malaria alanyl aminopeptidase activity blockers – biochemical, fluorogenic H-Leu-NHMec substrate, 1536-well (AID 1445). inhibition, % at 30 µM; hits with a dose series show IC50 in µM. 220,000 compounds, 0.42% hits. recombinant M1AAP, H-Leu-NHMec fluorogenic kinetic assay; higher % means a stronger effect;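 active = primary inhibition above the hit cutoff, then over 50% inhibition at one or more dose response concentrations, cut at about 23% in these data, passing the limit was not always enough; inconclusive = conflicting primary data, or primary hits not chosen for dose response; inactive = low primary inhibition, or under 50% at every dose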;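 note: plate controls were DMSO full reaction for no effect and no enzyme background for full effect; strong numbers were not always called active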
# PMI inhibitors: inhibitors of human PMI, primary screen, biochemical, fluorescence intensity, coupled assay (AID 1209); purified PMI enzyme, coupled fluorescence intensity; higher % means a stronger effect; inhibition, % at 20 µM; hits with a dose series show IC50 in µM; 190,000 compounds, 0.42% hits;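 note: plate controls were DMSO vehicle for no effect and wells lacking substrate for full effect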
# TNAP activators: stimulation of alkaline phosphatase TNAP activity – biochemical, luminescent, no phosphate acceptor, uHTS, primary screen (AID 1001). purified TNAP, luminescent activation assay, no phosphate acceptor; higher activation fold means a stronger effect. activation fold at 20 µM, or EC50 in µM where a hit was titrated. 200,000 compounds, 0.03% hits; in the data active = activation fold from about 3, or a potency from the dose series; inactive = the rest, 99 in 100 with activation fold below about 1.6; note: many of its hits are not listed in these tables
# WT yeast gro inh mutant strain: also measured in WT yeast gro inh; calls as there; inhibition, %; mitochondrial fusion phenotypic screen, mutant strain inhibition
# Starred values were filed as active, the others as inactive; i = inactive; ? = inconclusive; nt = no result given. Cut-off read from the data, not from the text of the source, unless noted: active = inhibition above about 50%; inactive = the rest.
No.	compound	LYP phosphatase	human PMI inhibitors	XIAP antagonists	Yfh1-off respiration	P. falciparum M17LAP	WT yeast gro inh	WT yeast gro inh mutant strain	P. falciparum M1AAP	PMI inhibitors	TNAP activators
1	COc1cc(OC)cc(-c2cc3nc(C4CCN(C(=O)OC(C)(C)C)CC4)cc(=O)n3[nH]2)c1	3%	8%	-5.5%	i	-3%	-8	-1	7%	5%	1.1
2	O=C(c1ccncc1)N1C2C=CC(C2)C1(C(F)(F)F)C(F)(F)F (stereo not given)	-4%	3%	-9.3%	i	-9%	-3	2	3%	0%	1.1
3	COc1ccc(C(=O)NCCNC(=O)c2cc(OCC(F)(F)F)ccc2OCC(F)(F)F)cc1	4%	5%	-4.1%	i	9%	-16	-1	3%	6%	1
4	CCOc1ccc(C(=O)N2CCCC2)cc1	-3%	0%	-3.3%	i	9%	-15	4	9%	1%	1.1
5	O=C(O)c1ccc(NS(=O)(=O)c2cc(C(=O)O)ccc2Br)cc1	0%	1%	-6.3%	i	6%	-2	12	-4%	4%	1.2
6	FC(F)(F)c1cc(-c2ccccc2)nc2ncnn12	0%	-5%	-3.3%	i	12%	-4	-4	-2%	-7%	1.1
7	COc1ccc(N2CCN(Cc3nc4sc(C)c(C)c4c(=O)[nH]3)CC2)cc1	1%	26%	-5.7%	i	0%	-6	19	1%	-5%	1.1
8	COc1ccc(/C=N/Nc2cc(C)nc(N3CCOCC3)n2)c(OC)c1	-6%	nt	nt	i	0%	nt	nt	4%	nt	nt
9	CCn1nc(C(=O)OCC(=O)Nc2ncc(Cl)c(C)c2Cl)c2ccccc2c1=O	-3%	8%	1.6%	i	5%	-5	6	8%	4%	1.1
10	Cc1cc(Cl)c(OCCCn2ccnc2)c(Br)c1	-5%	-12%	-4.3%	i	-1%	38	50	-2%	-10%	1.4
11	N/C(=N\OC(=O)CCC1CCCC1)c1cccc([N+](=O)[O-])c1	-8%	18%	0.5%	i	9%	16	12	10%	9%	1
12	COc1ccc(OC)c(NC(=O)CSc2nnc(-c3cccnc3)s2)c1	4%	3%	-19%	i	7%	-19	-13	3%	4%	1.1
13	O=C(CSc1nc2ccccc2o1)N/N=C/c1ccccc1C(=O)O	-1%	nt	nt	i	2%	nt	nt	6%	nt	nt
14	O=C(COC(=O)c1cncc(Br)c1)NCc1ccccc1	-9%	-21%	-4.3%	i	0%	3	-22	2%	-28%	1.1
15	O=c1cc(CSc2ccccn2)c2ccccc2[nH]1	1%	9%	-1.8%	i	8%	2	-9	-5%	11%	1.1
16	COc1ccc(CNc2nc(SCc3cc(=O)n4cc(Cl)ccc4n3)nc3ccccc23)cc1	8%	-5%	-6.5%	i	-12%	2	-12	5%	13%	0.9
17	CC(C)OP(=O)(OC(C)C)C(Nc1ccccc1)c1ccccc1C(F)(F)F (stereo not given)	3%	11%	1.3%	i	2%	55	7	2%	16%	1.1
18	COc1ccc(/C=C/C(=O)NC(=S)Nc2cc([N+](=O)[O-])ccc2O)cc1OC	-3%	2%	-38%	i	5%	-1	-15	7%	4%	0.9
19	Cc1ccccc1OCC(=O)N/N=C/c1cn(Cc2ccccc2)c2ccccc12	3%	-7%	1.6%	i	-5%	-3	-11	9%	2%	1.5
20	C=CCNC(=O)CC(=O)N/N=C/c1cccs1	3%	-6%	-3.0%	i	8%	-13	9	15%	-4%	1.1
21	COC(=O)CC1C(=O)NCCN1C(=O)CSc1nc2ccccc2s1 (stereo not given)	-4%	-4%	-8.7%	i	0%	-12	12	9%	4%	1.1
22	Cc1cc(Br)cc(C)c1OCCCCN(C)C	-9%	5%	-5.1%	i	-3%	-1	-43	-2%	9%	1.1
23	Cn1c(CC(=O)Nc2ccccc2)c(Sc2ccccc2)c2ccccc21	-7%	-1%	-1.3%	i	1%	0	15	4%	8%	1.2
24	Cc1nc(NCCc2ccccc2)c(C#N)c(C)c1[N+](=O)[O-]	-3%	7%	-1.1%	i	3%	12	-5	9%	18%	1
25	Cc1cccc(-n2c(=S)[nH]c3c(oc4ccccc43)c2=O)c1	-7%	8%	nt	i	18%	20	12	2%	-2%	1.1
26	Nc1c(-c2nn[nH]n2)cnn1-c1cc(Cl)cc(Cl)c1	-6%	nt	nt	i	8%	nt	nt	3%	nt	nt
27	CCCCn1c(SCC(=O)N2CC(=O)Nc3ccccc32)nnc1-c1ccoc1C	-14%	-3%	-7.0%	i	-2%	4	5	-1%	2%	1
28	CC(OC(=O)CCc1nc2ccccc2c(=O)[nH]1)C(=O)NCc1ccc2c(c1)OCO2 (stereo not given)	-8%	-9%	0.8%	nt	-4%	2	21	9%	-7%	1.1
29	CCn1c(-c2ccccc2)c(C(=O)CC#N)c2ccccc21	5%	3%	-4.6%	i	-4%	11	16	0%	-5%	1
30	CC(CCc1ccccc1)NC(=O)c1ccc(NC(=O)c2ccccc2)cc1 (stereo not given)	-4%	6%	0.7%	i	3%	11	16	-10%	8%	1.2

# Next records follow.
No.	compound	LYP phosphatase	human PMI inhibitors	XIAP antagonists	Yfh1-off respiration	P. falciparum M17LAP	WT yeast gro inh	WT yeast gro inh mutant strain	P. falciparum M1AAP	PMI inhibitors	TNAP activators
31	Cc1ccc(C(=O)Nc2cccc(C(F)(F)F)c2)cc1NC(=O)c1nccn1C	-12%	nt	nt	i	-1%	nt	nt	-2%	nt	nt
32	CSc1nc2nc(C(F)(F)F)cc(-c3ccccc3)n2n1	-1%	2%	-2.2%	i	-11%	16	4	13%	-2%	0.9
33	COc1cc(CNCCc2ccc(S(N)(=O)=O)cc2)ccc1OCC(=O)N1CCCCC1	-5%	-9%	-4.6%	i	-4%	1	-2	0%	-1%	1.1
34	COC(=O)C12CC3CC(C1)CC(n1cnc(Cl)n1)(C3)C2	-5%	-1%	1.0%	i	7%	-16	-9	10%	-1%	1.1
35	COc1ccccc1C(=O)NCC(=O)OCc1csc(-c2ccccc2)n1	-6%	6%	-4.7%	i	3%	0	-4	-10%	18%	1
36	COc1ccc(CCNC(=O)COc2nsnc2N2CCOCC2)cc1OC	-9%	2%	0.0%	i	2%	-16	-2	2%	-6%	1
37	COc1ccc(/C=N/NC(=O)Cn2c(Cc3ccc(OC)c(OC)c3)nc3ccccc32)cc1	-7%	-4%	-3.5%	i	8%	5	14	-3%	21%	1
38	COc1ccc(-c2csc(N3CCN(Cc4ccc5c(c4)OCO5)CC3)n2)cc1	9%	5%	-3.5%	i	3%	14	5	12%	7%	1.1
39	CC(C)c1ccc(C2C3CSCC=C3C(C#N)=C(N)C2(C#N)C#N)cc1 (stereo not given)	-1%	23%	-24%	i	-12%	19	4	1%	35%	1.1
40	CCNC(=O)NC(=O)C(C)Sc1ncc(C(F)(F)F)cc1Cl (stereo not given)	-6%	5%	-6.1%	i	18%	2	-7	0%	4%	1.1
41	Cc1cnc(NC(=O)CCCSc2nc3ccccc3s2)s1	-9%	-2%	-3.7%	i	-2%	17	9	-5%	-5%	1.1
42	Cc1nc2nc(CSc3nc4ccccc4s3)cc(=O)n2[nH]1	-4%	-13%	-0.7%	i	30%	-7	-13	4%	-6%	1.1
43	CSc1ncc(Cl)c(C(=O)Nc2ccc(NC(C)=O)cc2)n1	-11%	-7%	-1.3%	i	5%	-2	8	2%	-5%	1.1
44	Cc1ccc(NC(=O)COC(=O)c2ccc([N+](=O)[O-])s2)c(C)c1	-3%	7%	-31%	i	0%	1	8	-2%	13%	1
45	COC(=O)Nc1ccc(SCC(=O)c2ccc(Cl)cc2)cc1	-4%	2%	-5.6%	i	-3%	14	9	5%	2%	1.1
46	Cc1cc(C)n(C(N)=NC(=O)c2ccc([N+](=O)[O-])cc2)n1	-6%	nt	nt	i	1%	nt	nt	1%	nt	nt
47	CCOC(=O)NNc1ccc2nonc2c1[N+](=O)[O-]	-2%	nt	nt	i	11%	nt	nt	7%	nt	nt
48	CC(C)(C)NC(=O)C(c1ccncc1)N(C(=O)c1csnn1)C1CC1 (stereo not given)	0%	2%	-0.8%	i	8%	5	1	?	1%	1.1
49	COc1cccc(/C=C(\CC(=O)O)c2nc3ccccc3s2)c1	1%	-15%	-3.6%	i	25%	-2	3	12%	-17%	1.2
50	O=C(/C=C/c1ccc(F)cc1)Nc1nc2ccccc2[nH]1	-1%	-2%	-7.2%	i	7%	2	6	7%	-4%	1.4
51	O=S(=O)(c1cnc(Cl)c(Cl)c1)N1CCc2ccccc21	0%	nt	nt	i	-3%	nt	nt	-3%	nt	nt
52	Cn1c2ccccc2c2cnn(CC(=O)N3CCCCC3)c(=O)c21	-7%	nt	nt	i	-2%	nt	nt	7%	nt	nt
53	O=[N+]([O-])c1cccc(-c2n[nH]c(=S)n2Cc2ccccc2)c1	-10%	11%	-10%	i	-4%	16	4	0%	13%	1
54	C=CCn1c(-c2ccoc2)n[nH]c1=S	-13%	-4%	-1.4%	i	7%	13	5	6%	-8%	1
55	Cc1cc(C)nc(NC(=O)CSc2ncccn2)n1	-8%	-1%	-5.5%	i	-8%	0	1	7%	-4%	1
56	C(=N\Nc1nc2ccccc2s1)/c1ccccn1	-1%	nt	nt	i	-3%	nt	nt	0%	nt	nt
57	Brc1ccc2nc(-c3cccs3)c(NCC3CCCO3)n2c1 (stereo not given)	-2%	0%	-4.3%	i	8%	48	41	3%	-15%	1.1
58	CN(C)c1ccc(CNc2ccc3c(c2)ncn3C)cc1	4%	12%	-3.7%	i	11%	-10	-4	2%	16%	1
59	Fc1ccc(Br)cc1C1C=C(c2ccc(Br)s2)Nc2ncnn21 (stereo not given)	1%	-86%	-7.5%	i	18%	-10	8	20%	-39%	1.3
60	CCOC(=O)Cn1nnc2c(sc3nc4c(c(-c5ccc(Cl)cc5)c32)CCC4)c1=O	11%	8%	-0.1%	i	8%	37	21	-11%	13%	1

# Next section:
No.	compound	LYP phosphatase	human PMI inhibitors	XIAP antagonists	Yfh1-off respiration	P. falciparum M17LAP	WT yeast gro inh	WT yeast gro inh mutant strain	P. falciparum M1AAP	PMI inhibitors	TNAP activators
61	CSc1cccc(NC(=O)c2ccccn2)c1	-1%	-4%	-4.6%	i	2%	-4	-3	-2%	-2%	1.1
62	c1ccc(CSc2ccc(-c3ccco3)nn2)cc1	9%	0%	-2.3%	i	0%	4	-4	1%	5%	1.1
63	O=C(NNC(=O)c1cnccc1C(F)(F)F)c1ccccc1	-7%	nt	nt	i	2%	nt	nt	3%	nt	nt
64	O=C1[C@@H]2C(c3cccnc3)=NO[C@@H]2C(=O)N1c1ccc(Br)cc1	-3%	nt	nt	i	2%	nt	nt	3%	nt	nt
65	CCN(CC)S(=O)(=O)c1ccc(Cl)c(NC(=O)c2ccc(C#N)cc2)c1	-4%	-3%	-0.7%	i	8%	-8	-9	5%	-4%	1.1
66	CSc1nc(N(C)NC(=O)c2ccc(Cl)cc2)c2ccccc2n1	2%	12%	-5.6%	i	0%	-6	-9	1%	13%	1.1
67	N#Cc1nc(Cc2ccccc2)oc1NCCN1CCOCC1	-7%	-6%	0.3%	i	7%	-9	50	17%	-4%	1.1
68	CCOC(=O)C1=C(CN2CCSCC2)NC(=O)NC1c1cc(C)ccc1C (stereo not given)	3%	19%	0.5%	i	-1%	-8	-4	1%	24%	1.1

# Compounds as they come (roughly 3.7% active in at least one column).
